WRN inhibitor = inhibitors of human WRN helicase; Potency, µM (titrated, usually from 114 µM), for the others: at the top dose activity change, negative = inhibition, hits mostly inhibitors; 360,000 tested, 0.46% active; Q14191; WRN helicase unwinding, fluorescent forked duplex, kinetic; further: potency means the concentration at half of the fitted maximal effect; on the % scale 0 is the no-effect control and ±100 the full control effect; nearly all actives have a fitted effect of over 55% in size
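WRN at 20 nM final preincubated with compound 15 min at room temperature; reaction started with 100 nM fluorophore/quencher forked duplex oligonucleotide and 2 mM ATP final. Unwinding followed kinetically by red fluorescence (ex 525, em 598 nm).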
Abeta rescue = restores growth of yeast expressing A-beta42 peptide. 410,000 tested, 0.063% active. yeast expressing A-beta42, growth rescue, OD600, 48 h; response scale: 0% DMSO, 100% iron-clioquinol control. AID 1347071. Potency, µM (titrated, usually from 46.1 µM), for inactives: at the top dose growth rescue, actives largely listed as activators; further: potency means the concentration at half of the fitted maximal effect; nearly all actives have a fitted effect of over 55% in size
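Growth rescue measured by 600 nm absorbance after 48 h yeast culture at 30 C with compound. Values normalized between DMSO and an equimolar ferric chloride plus clioquinol control.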
IL-2 act = IL-2 activation | IL-2 activation reporter assay, cell-based qHTS; stimulated with anti-CD3/CD4/CD28 beads; in transgenic mouse T cells | 360,000 tested, 0.065% active | AID 652025 | activation, % (series mostly up to about 46 µM); in the data active means activation above about 50%; inconclusive means mostly about 30% to 49%; further: 0% is about no effect
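First, unstimulated transgenic mouse T cells were exposed to compound for 60 min. Next, anti-CD3/anti-CD4-coated beads with anti-CD28 were added. Finally, after 18 h at 37 degrees C, EGFP and DsRed were imaged.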
FUS yeast rescue = rescues growth of FUS-expressing yeast. 390,000 tested, 0.24% active. Potency, µM (series often up to 76.6 µM), without a hit: at the top dose growth rescue (activation), most hits filed as activators. S. cerevisiae FUS-expressing, growth rescue, OD600, 24 h;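 further: potency means the concentration at half of the fitted maximal effect; plate controls were DMSO vehicle for no effect and reference control for full effect; nearly all actives have a fitted effect of over 55% in size; some results filed as inactive show a strong effect at the top dose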
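Restored growth of FUS-toxic S. cerevisiae, read as 600 nm absorbance after 24 h at 30C in galactose medium (starting OD 0.005). Controls CP55940 and DMSO.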
EPAC1 antagonist = antagonists of human EPAC1; O95398; EPAC1 GEF assay, Rap1b-BODIPY-GDP exchange fluorescence; Potency, µM (titrated, usually from 115 µM), inactives show at the top dose activity change, negative = inhibition, actives largely listed as inhibitors; 360,000 tested, 0.14% active; AID 720709;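 further: potency means the concentration at half of the fitted maximal effect; plate controls were vehicle for no effect and positive control for full effect; nearly all actives have a fitted effect of over 50% in size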
PI5P4K alpha inh = PI5P4K alpha (human) kinase inhibition | PI5P4Kalpha enzyme, ADP-Glo luminescence, 60 min; hits give low values | max response, % | 330,000 tested, 1.2% active | AID 652105; active means max response of -50% or lower; inconclusive means between -30% and -50%; inactive means -30% or higher; further: value at the top dose of about 77 µM; on the % scale 0 is the no-effect control and ±100 the full control effect
Target sequence (P48426 whole entry, looked up): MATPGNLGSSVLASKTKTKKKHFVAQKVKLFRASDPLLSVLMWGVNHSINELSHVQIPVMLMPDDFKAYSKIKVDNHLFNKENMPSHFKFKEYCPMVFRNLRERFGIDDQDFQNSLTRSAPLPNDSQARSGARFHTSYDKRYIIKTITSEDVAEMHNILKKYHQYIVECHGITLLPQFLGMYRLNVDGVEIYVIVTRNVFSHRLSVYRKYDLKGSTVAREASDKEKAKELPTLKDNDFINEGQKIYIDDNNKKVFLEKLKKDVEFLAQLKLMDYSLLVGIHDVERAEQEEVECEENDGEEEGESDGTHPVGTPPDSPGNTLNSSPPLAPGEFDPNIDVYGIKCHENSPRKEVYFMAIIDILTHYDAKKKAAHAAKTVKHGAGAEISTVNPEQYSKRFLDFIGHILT
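ADP-Glo luminescence end-point after a 60 min room-temperature kinase reaction. PI5P4Kalpha and substrate in HEPES pH 7.4 buffer with EGTA, 0.1% CHAPS and 5% DMSO; ATP at 5 microM final.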
PLK1 PBD inh = blocks phosphopeptide binding to human PLK1 polo-box domain; P53350; Plk1 PBD binding of FITC phosphopeptide, fluorescence polarization; Potency, µM, inactives show max response, negative = inhibition, usual class: inhibitors; 360,000 tested, 2.8% active; further: potency means the concentration at half of the fitted maximal effect; series mostly up to about 57 µM; on the % scale 0 is the no-effect control and ±100 the full control effect; nearly all actives have a fitted effect of over 65% in size
Target sequence (P53350 whole entry, looked up, the tested form may be a part): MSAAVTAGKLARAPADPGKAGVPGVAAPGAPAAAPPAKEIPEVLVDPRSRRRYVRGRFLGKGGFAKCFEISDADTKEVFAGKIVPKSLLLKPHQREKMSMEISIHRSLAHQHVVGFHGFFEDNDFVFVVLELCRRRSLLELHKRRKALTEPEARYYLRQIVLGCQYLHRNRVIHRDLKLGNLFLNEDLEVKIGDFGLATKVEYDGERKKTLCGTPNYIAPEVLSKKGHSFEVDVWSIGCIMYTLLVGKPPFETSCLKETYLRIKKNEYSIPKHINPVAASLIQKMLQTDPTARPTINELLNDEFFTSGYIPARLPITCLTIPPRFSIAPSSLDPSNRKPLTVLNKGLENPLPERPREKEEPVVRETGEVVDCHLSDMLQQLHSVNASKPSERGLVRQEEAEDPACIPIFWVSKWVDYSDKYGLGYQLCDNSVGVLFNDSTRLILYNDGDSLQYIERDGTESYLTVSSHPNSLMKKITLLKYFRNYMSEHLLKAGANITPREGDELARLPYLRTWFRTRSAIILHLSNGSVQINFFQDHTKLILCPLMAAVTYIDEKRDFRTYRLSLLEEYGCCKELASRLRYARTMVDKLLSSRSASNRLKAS
EPAC1 ag = agonists of human EPAC1. O95398. EPAC1 agonist qHTS, biochemical assay; response scale: 100% = response to 6.5 mM cAMP. Potency, µM (doses to about 154 µM), without a hit: at the highest dose activation, hits mostly activators. 360,000 tested, 0.073% active. AID 720707; further: potency means the concentration at half of the fitted maximal effect; nearly all actives have a fitted effect of over 60% in size
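Compounds were pinned as a concentration titration into mixtures of EPAC1 (100 nM), BODIPY-GDP-loaded Rap1B (250 nM) and GDP (50 uM). After 5 min at room temperature, fluorescence was followed for 30 min; activity was scaled to 6.5 mM cAMP.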
Numbers without * were called inactive; ? = inconclusive; nt = no result given; & = joins results of further samples; [ ] = remark or other dose. Unless noted, the call rests on the fitted dose curve; in most records, active means well fitted curve in the direction sought with a large enough effect; inconclusive means small, poorly fitted or top-dose-only effect, or another doubt; inactive means no such curve, though single readings can be large; an effect the other way counts as inactive or inconclusive.

SMILES	WRN inhibitor	Abeta rescue	IL-2 act	FUS yeast rescue	EPAC1 antagonist	PI5P4K alpha inh	PLK1 PBD inh	EPAC1 ag
Cc1cccc(C2c3[nH]c4ccccc4c3CCN2C(=O)c2cc(CC(C)C)nc(C)n2)n1 (stereo unspecified)	-4%	1%	-1.9	10%	-7%	10	0%	3%
COC(=O)c1ccccc1NC(=O)c1ccc(-c2cccc(Cl)c2)o1	-4%	5%	0.6	-30%	-1%	-1	2%	3%
CCCN1Cc2cccc(C(=O)N3CCN(c4cc(Cl)ccc4C)CC3)c2C1=O	-12%	-11%	-0.2	44%	-13%	-2	-19%	-20%
CCn1c(CNC(=O)COc2ccc(C(C)C)cc2)nnc1SCC(=O)Nc1ccccc1C(C)C	-10%	7%	1.6	35%	-6%	nt	-3%	7%
O=S(=O)(NCCS(=O)(=O)N1CCN(c2ccccc2)CC1)c1ccc(F)cc1	7%	1%	0.5	-21%	-4%	-1	1%	6%
O=C(Nc1ccccc1C(=O)Nc1ccccc1)c1ccccc1F	2%	-2%	-0.5	-25%	-6%	-2	-9%	-1%
CCOC(=O)Cc1csc(NC(=O)Nc2ccc(Cl)cc2)n1	-4%	-10%	-5.7	13%	-2%	-2	1%	-13%
O=C(c1ccc2c(c1)OCO2)N1CCN(C(=O)c2ccco2)CC1	8%	-1%	-1.6	16%	9%	nt	-3%	0%
O=C1OC(/C(=C\Nc2ccccc2)[N+](=O)[O-])c2ccccc21 (stereo unspecified)	-17%	4%	1.2	-7%	?	-5	-14%	2%
O=C(NCC#CCOCc1ccccc1)c1ccccc1	7%	-12%	-0.7	-7%	9%	-16	27µM*	-6%
Cc1ccc(SC(C)C(=O)NC(N)=O)c(C)c1 (stereo unspecified)	4%	?	1.3	-26%	-10%	4	-7%	-8%
O=C(NCCC1=CCCCC1)c1ccc2c(=O)n3c(nc2c1)CCCCC3	3%	-11%	-1.4	15%	-2%	-9	-5%	-12%
CN1C(=O)CC(n2c(CO)nc3ccccc32)C1=O (stereo unspecified)	-6%	21%	2.7	35%	-3%	4	-19%	-1%
CC(=O)NCC1CCCN(C(=O)c2oc3c(F)cccc3c2C)C1 (stereo unspecified)	5%	nt	0.4	-20%	2%	3	-12%	14%
CCC1CCC(N2CCN(c3ccccc3F)CC2)CC1 (stereo unspecified)	4%	3%	2.7	-20%	3%	-5	-8%	14%
COc1ccc(CC(=O)N/N=C(\C)CC(=O)Nc2cccc(F)c2)cc1	0%	15%	-0.4	9%	9%	-1	-4%	8%
Clc1ccc(CN2C3=NCCCN3c3ccccc32)cc1	9%	1%	-0.5	-19%	5%	-5	0%	2%
N#CCC(=O)Nc1ccc(C(=O)Nc2cccc(S(N)(=O)=O)c2)cc1	-9%	2%	-0.1	24%	?	-25	2%	9%
COc1ccc(OC)c(C2C3=C(COC3=O)Nc3cc4c(cc32)OCO4)c1 (stereo unspecified)	19%	1%	-4.0	26%	3%	-2	-8%	-8%
COc1ccc(C(=O)Nc2nc(C)c3cc4c(cc3n2)OCO4)cc1	-18%	-19%	0.2	18%	-21%	-8	-4%	-9%
COc1ccccc1C(O)(C(=O)N(NC(C)=O)c1ccccc1)c1ccccc1OC	16%	4%	-0.5	-5%	11%	2	-1%	2%
Cc1cnc(NC(=O)CSc2nnc(-c3ccc(Cl)cc3Cl)n2N)s1	-2%	1%	-0.3	-8%	-6%	-10	24µM*	-4%
CCNC(=O)c1cccc(S(=O)(=O)N2CCCCCC2)c1	-17%	13%	-0.2	6%	-2%	1	-3%	2%
CCOC(=O)c1ccc(NC(=O)Cn2c(=O)oc3ccccc32)cc1	0%	9%	1.3	10%	-2%	2	-9%	18%
COC(=O)c1ccccc1NC(=O)CN(C)S(=O)(=O)c1ccc(OC)cc1	-4%	2%	12	-8%	-2%	nt	0%	1%
Cc1oc(-c2ccccc2F)nc1CS(=O)(=O)CC(=O)NC1CCCC(C)C1C (stereo unspecified)	-6%	nt	0.7	24%	-4%	-13	-5%	-12%
C#CCNC(=O)C[C@@H]1C[C@@]2(C(=O)OCC)CCCC=C2N(Cc2ccc(Cl)cc2Cl)C1=O	1%	14%	0.1	37%	-6%	16	-8%	-2%
Cc1cc(NS(=O)(=O)c2ccc(NC(=O)CSc3nc4ncc(Br)cc4[nH]3)cc2)nc(C)n1	-12%	-4%	-0.2	9%	-5%	2	-18%	-1%
Cc1oc(-c2ccccc2F)nc1CSCC(=O)NCc1ccc2c(c1)OCO2	2%	-6%	-0.2	29%	0%	nt	-11%	1%
O=c1c2ccccc2n2c(-c3ccc(F)cc3)nnc2n1Cc1ccccc1	6%	12%	-2.0	-12%	3%	-5	3%	-5%
Cc1ccc(-c2nnn(CC(=O)NC3CCN(Cc4ccccc4)CC3)n2)cc1	-7%	-10%	-1.7	18%	-11%	nt	-6%	2%
CCn1cc(SCC(N)=O)c2ccccc21	5%	3%	-2.7	-18%	-2%	-6	-2%	-1%
CCOC(=O)CNc1nc(Cl)nc(Nc2ccc(Cl)cc2)n1	1%	-10%	2.0	-23%	-2%	0	8%	8%
CC(=O)N1CCOCC1c1cc(C(=O)Nc2ccccc2)no1 (stereo unspecified)	3%	1%	1.5	-31%	-3%	0	2%	1%
Cc1cc(NC(=O)CSCC(=O)N2CCN(c3cccc(C(F)(F)F)c3)CC2)no1	-3%	1%	-1.0	22%	5%	3	-8%	-3%
Cc1cc(N2CCN(c3ccccc3)CC2)nc(-c2ccccc2O)n1	-3%	-45%[inhibitor]	-0.6	31%	-1%	8	-12%	11%
Cc1ccc(NS(=O)(=O)c2sc3ccc(Cl)cc3c2C)cc1	-20%	?	-0.5	-10%	-16%	0	3%	7%
O=C(O)CC(c1cccc(O)c1)N1Cc2ccccc2C1=O (stereo unspecified)	1%	-4%	0.3	-34%	-13%	3	-11%	8%
CC(C)(C)NC(=O)CC1C[C@H](C(=O)N2CCCCC2)[C@@]2(C)c3[nH]c4ccccc4c3CCN2C1=O (stereo partly specified)	0%	-9%	-0.8	27%	-6%	0	-23%	-11%
CCOc1ccc(N2CC(C(=O)NCCc3ccc(S(N)(=O)=O)cc3)CC2=O)cc1 (stereo unspecified)	5%[57.1 µM]	-4%	-0.8	20%	-9%	-4	-19%	16%
CNC(=O)C[C@@H]1C(=O)N(c2ccc(Br)cc2)CC1(C)C	-6%	4%	1.0	-24%	3%	1	-7%	2%
COc1ccc(C(=O)NCC(=O)N2CCN(c3ncccn3)CC2)cc1OC	-6%	5%	1.9	nt	-16%	3	7%	4%
C[C@@H]1C[C@H]2[C@@H]3CCC4=CC(=O)C=C[C@]4(C)[C@@]3(F)[C@@H](O)C[C@]2(C)[C@@]1(O)C(=O)CO	7%&-2%	5%&-12%	-0.2&-0.7	-33%&-25%	16%&3%	-5&3	3%&-5%	-9%&-5%
COc1cc(CNCCN2CCOCC2)ccc1OCc1ccccc1Cl	2%	-12%	0.3	1%	10%	-1	-10%	5%
O=C(Nc1ccc(F)cc1)Nc1cccnc1	-4%	-8%	-1.1	-3%	0%	13	-2%	13%

Single records, from the list above. Screens in order: WRN inhibitor	Abeta rescue	IL-2 act	FUS yeast rescue	EPAC1 antagonist	PI5P4K alpha inh	PLK1 PBD inh	EPAC1 ag
`CCOC(=O)CNc1nc(Cl)nc(Nc2ccc(Cl)cc2)n1` reads 1%	-10%	2.0	-23%	-2%	0	8%	8%
`CN1C(=O)CC(n2c(CO)nc3ccccc32)C1=O` (stereo unspecified) reads -6%	21%	2.7	35%	-3%	4	-19%	-1%

(further entries)
SMILES	WRN inhibitor	Abeta rescue	IL-2 act	FUS yeast rescue	EPAC1 antagonist	PI5P4K alpha inh	PLK1 PBD inh	EPAC1 ag
Cc1ccc2[nH]c(=S)cc(C)c2c1	-8%	15%	-2.2	13%	14%	-5	6µM*	-1%
Cc1ccc2c(c1)C(=O)C(=O)N2Cc1ccccc1	-6%	8%	-2.9	-14%	-11%	0	-18%	-12%
O=C(c1cccc([N+](=O)[O-])c1)N1CCCC(C(=O)N2CCc3ccccc3C2)C1 (stereo unspecified)	3%	-13%	-0.1	-5%	-8%	-10	2%	-9%
N#Cc1ccccc1NC(=O)CSc1cn[nH]n1	17%	3%	0.6	6%	11%	3	-7%	7%
O=C1NN(c2ccccc2)C(=O)C2C3C=CC(C4CC34)C12 (stereo unspecified)	-4%	-16%	-2.4	26%	13%	nt	-6%	-11%
CCCCN(Cc1ccccc1)S(=O)(=O)c1ccc2c(c1)n(C)c(=O)c(=O)n2C	-1%	-4%	-4.5	-37%	10%	5	-14%	1%
C=CCn1c(CSc2nc3ccccc3s2)nnc1SCC(=O)NCc1cccnc1	7%	6%	0.2	10%	3%	-2	-22%	-5%
CCCc1cc(=O)oc2cc(OCC(=O)N(C)C)c(Cl)cc12	-10%	15%	0.1	8%	-7%	7	-5%	6%
S=C(Nc1ccc(Br)cc1)NC1CCCC1	-23%	16%	-0.2	nt	-14%	3	-14%	-4%
Cc1nn(CC(=O)NCCCN2CCC(Cc3ccccc3)CC2)c(=O)c2cc(-c3ccccc3)nn12	-5%	-15%	-0.3	17%	-7%	2	5%	-6%
CCN1CCCC1CNC(=O)c1ccc2c(c1)N(Cc1ccccc1F)C(=O)c1ccccc1S2(=O)=O (stereo unspecified)	-7%	5%	-3.3	32%	-4%	11	-4%	5%
COc1ccc2oc(C(=O)OCC(=O)N(C)c3c(N)n(Cc4ccccc4)c(=O)[nH]c3=O)c(C)c2c1	-4%	7%	-5.4	12%	-1%	-14	-3%	-14%
O=C(CSc1ccc(F)cc1)Nc1ccc(N2CCOCC2)cc1	2%	-1%	-3.5	19%	2%	-4	-32%	2%
CC(C)CC(=O)Nc1nc2ccc(S(=O)(=O)N3CCOCC3)cc2s1	2%	10%	0.6	1%	8%	3	-4%	-10%
O/N=C1\CCc2cc(Cl)ccc21	5%	2%	-0.2	-17%	12%	-5	0%	-4%
CC(C)C(NC(=O)C(C)N1C(=O)c2ccccc2C1=O)c1ccccc1 (stereo unspecified)	17%	2%	-0.6	6%	-15%	2	-8%	15%
O=C(CNC(=O)c1ccccc1Br)N/N=C/c1ccco1	-5%	-10%	-1.8	21%	-16%	-5	-8%	-1%
COCc1cc(N2CCCC2)nc(-c2ccccc2)n1	-28%	8%	-0.2	23%	?	0	-11%	8%
CN(C)c1nc(Cl)cc(N2CCOCC2)n1	-6%	18%	0.5	2%	-9%	9	2%	12%

Structures shown so far that have a cyano group:
SMILES	WRN inhibitor	Abeta rescue	IL-2 act	FUS yeast rescue	EPAC1 antagonist	PI5P4K alpha inh	PLK1 PBD inh	EPAC1 ag
N#CCC(=O)Nc1ccc(C(=O)Nc2cccc(S(N)(=O)=O)c2)cc1	-9%	2%	-0.1	24%	?	-25	2%	9%
N#Cc1ccccc1NC(=O)CSc1cn[nH]n1	17%	3%	0.6	6%	11%	3	-7%	7%

From PubChem BioAssay
